# PLC-beta3 inh: blocks human PLC-beta3 enzyme activity. Q01970. Purified PLC-beta3, fluorogenic substrate, fluorescence. inhibition, % at 12.2 µM. 0.18% of 370,000 active. AID 720704; in the data active = inhibition above about 11%;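 also: 0% = median of compound wells on plate and 100% = full blocker control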
# MBD2 DNA inh: blocks human MBD2 binding to methylated DNA; Q9UBB5; TR-FRET, MBD2 binding to methylated oligonucleotide; inhibition, % at 4.4 µM; 0.31% of 370,000 active; in the data active = inhibition above about 13%
# Target sequence (Q9UBB5 whole entry, looked up): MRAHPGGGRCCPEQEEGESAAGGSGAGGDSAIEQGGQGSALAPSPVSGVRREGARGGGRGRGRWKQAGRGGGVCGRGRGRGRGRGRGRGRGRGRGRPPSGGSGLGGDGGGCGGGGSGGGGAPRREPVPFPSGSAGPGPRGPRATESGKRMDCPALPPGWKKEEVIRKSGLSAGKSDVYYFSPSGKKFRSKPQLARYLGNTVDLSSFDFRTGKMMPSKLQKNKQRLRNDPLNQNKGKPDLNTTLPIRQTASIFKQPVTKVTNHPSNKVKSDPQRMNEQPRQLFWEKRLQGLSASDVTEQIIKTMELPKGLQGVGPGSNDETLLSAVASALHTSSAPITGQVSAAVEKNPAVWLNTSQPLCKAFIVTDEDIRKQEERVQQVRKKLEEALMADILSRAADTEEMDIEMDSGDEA
# hcDAF12 agonist: H. contortus DAF-12 activation, primary screen; HEK293 hcDAF-12 lit1-tk-luc reporter, luminescence; 0% DMSO, 100% Δ7-dafachronic acid; activation, % at 6.8 µM; 1.4% of 370,000 active; AID 652067;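 active = activation above the mean of all tested compounds plus 3 SD, cut at about 5.5% in these data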;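 also: 100% = response to 3 µM Δ7-dafachronic acid high control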
# DAX1 inh-1: NR0B1 (DAX1) inhibition. HEK293 Gal4-DAX1 luciferase reporter, luminescence. inhibition, % at 6.75 µM. 0.99% of 340,000 active. AID 504766;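 active = inhibition above the mean over all tested compounds plus 3 SD, cut at about 4.2% in these data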;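 also: 0% = DAX1-transfected cells with DMSO and 100% = empty-vector control cells with DMSO; inhibition shows as a rise in luminescence from relieved DAX1 repression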
# PLCg1 inh: blocks human PLC-gamma1 enzyme activity; P19174; purified PLC-gamma1, fluorogenic substrate, fluorescence; inhibition, % at 12.2 µM; 0.84% of 370,000 active; in the data active = inhibition above about 9.5%
# ADAM17 inh: ADAM17 inhibition, QFRET primary screen. 0.83% of 370,000 active. recombinant ADAM17, EDANS/DABCYL FRET peptide cleavage. P78536. inhibition, % at 6.95 µM;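 active = inhibition above the mean of compounds lying between control limits plus 3 SD, set per campaign, cut at about 8.5% in these data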;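 also: 0% = DMSO-only wells as the low control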
# DAX1 inh-2: DAX1 (NR0B1) inhibition, primary screen. HEK293T StAR-luciferase reporter, SF-1/DAX-1 repression relief. 1.1% of 370,000 active. AID 652010. inhibition, % at 6.8 µM;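 active = inhibition above the mean over all tested compounds plus 3 SD, cut at about 3.6% in these data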;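 also: 0% = DAX-1 cells with DMSO and 100% = cells lacking DAX-1 with DMSO; higher inhibition means more luminescence from relief of DAX-1 repression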
# NR1D1 modulator: modulators of human Rev-erb alpha DNA binding | AID 1259318 | 0.79% of 370,000 active | P20393 | activity, % at 10 µM | Rev-erbα–FITC-DNA binding, fluorescence polarization, 90 min;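 active = activity above about 14%, limit read from the data; passing the limit was not always enough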;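 also: 0% = DMSO wells with 35 nM protein and 100% = DMSO wells with 750 nM protein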
# Target sequence (P20393 whole entry, looked up): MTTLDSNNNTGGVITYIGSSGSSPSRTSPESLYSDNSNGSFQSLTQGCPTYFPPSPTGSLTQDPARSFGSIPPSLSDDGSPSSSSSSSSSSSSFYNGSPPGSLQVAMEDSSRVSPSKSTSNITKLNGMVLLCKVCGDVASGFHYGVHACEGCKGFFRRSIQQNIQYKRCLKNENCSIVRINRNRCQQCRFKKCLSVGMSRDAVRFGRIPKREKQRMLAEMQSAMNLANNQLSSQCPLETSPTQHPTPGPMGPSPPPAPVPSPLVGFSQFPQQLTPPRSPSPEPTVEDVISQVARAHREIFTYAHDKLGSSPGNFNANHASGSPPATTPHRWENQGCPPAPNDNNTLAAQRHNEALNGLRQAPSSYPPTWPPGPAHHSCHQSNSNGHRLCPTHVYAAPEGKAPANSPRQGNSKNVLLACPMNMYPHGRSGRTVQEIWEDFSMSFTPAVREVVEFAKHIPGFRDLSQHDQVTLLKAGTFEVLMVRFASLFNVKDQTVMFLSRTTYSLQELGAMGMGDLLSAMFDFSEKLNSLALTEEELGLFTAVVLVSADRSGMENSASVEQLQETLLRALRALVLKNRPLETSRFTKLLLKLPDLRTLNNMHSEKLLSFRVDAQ
# SMARCA2 activ: activators of SMARCA2 function. 1% of 370,000 active. AID 652017. activation, % at 9.1 µM. MG213 cells, MMTV-luciferase reporter, dexamethasone, overnight; in the data active = activation above about 7.8%;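 also: 0% = vehicle wells and 100% = reference activator wells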
# hgDAF-12 ag: hgDAF-12 agonism, primary luciferase screen | 1.8% of 370,000 active | AID 687014 | HEK293 GAL4-hgDAF12 UAS-luciferase reporter, agonist luminescence; normalized to butyrate control | activation, % at 6.8 µM;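 active = activation above a cutoff set at the mean of all screened compounds plus 3 SD, cut at about 10% in these data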;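 also: 0% = DMSO wells and 100% = sodium butyrate wells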
# ssDAF12 agonist: activates DAF-12 receptor from parasite S. stercoralis. AID 652126. HEK293 ssDAF-12/GRIP1 lit1-tk-luc reporter, luminescence; % of 3 µM dafachronic acid response. 1% of 370,000 active. activation, % at 6.8 µM;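 active = activation above the mean over all tested compounds plus 3 SD, cut at about 0.9% in these data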;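 also: 0% = DMSO-only wells and 100% = 3 µM delta7-dafachronic acid wells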
# Starred values were filed as active, the others as inactive; x = no result given. An unsorted share of the library; any-hit rate near 7.4%.
compound,PLC-beta3 inh,MBD2 DNA inh,hcDAF12 agonist,DAX1 inh-1,PLCg1 inh,ADAM17 inh,DAX1 inh-2,NR1D1 modulator,SMARCA2 activ,hgDAF-12 ag,ssDAF12 agonist
CCN1CCN(C(=O)CCCn2c(C)c3cnn(-c4ccccc4)c(=O)c3c2C)CC1,-3,-1,-0.6,1.2,-5,-4,-0.2,-7,0,-1.0,-1.0
Cc1ccccc1C(=O)NC(=S)NCCC1=CCCCC1,2,4,0.0,x,-1,-1,-0.2,4,5,5.2,0.0
Cc1ccc(N2C(=O)C(CN3CCOCC3)C2c2ccccc2)cc1 (stereo not drawn),1,0,-1.9,0.1,0,0,0.1,3,0,-2.3,-1.5
Cc1oc(-c2ccccc2Cl)nc1CSc1nc2c(c(=O)[nH]1)CCC2,3,-2,0.3,0.0,1,0,-0.1,1,-1,3.2,-1.2
O=C(CC(NC(=O)c1ccccc1)c1ccccc1)NCc1ccccc1 (stereo not drawn),4,-3,0.8,-1.1,3,0,-0.2,-2,1,-3.2,-0.8
COc1ccc(NC(=O)C2CCCN(S(=O)(=O)c3cccs3)C2)cc1OC (stereo not drawn),-4,8,-2.4,0.5,1,-2,0.5,2,2,-1.5,-2.1
O=C(Nc1ccc(F)cc1F)c1ccc(-n2cncn2)nc1,0,5,0.6,0.3,-3,-7,0.0,2,-1,0.3,-0.9
CCn1c(=O)cc(C(F)(F)F)[nH]c1=S,-6,-6,-1.6,-1.1,0,-3,-0.1,1,-1,1.4,-1.2
Cc1ccc(NC(=O)C(=O)Nc2ccc(C)cn2)nc1,1,-1,-0.3,0.1,5,5,1.1,-9,1,3.7,-1.1
O=c1[nH]nc(SCc2nnc(-c3ccc([N+](=O)[O-])cc3)o2)n1C1CCCCC1,-6,1,-0.2,0.2,2,0,-0.4,-1,-2,-2.6,-2.2
COCCNC(=O)CN(c1cccc(OC)c1)S(=O)(=O)c1ccc(C)cc1,-1,3,-1.0,-1.0,-2,-6,0.3,-2,-2,2.0,-0.9
CCNC(=O)COC(=O)c1cc(S(=O)(=O)N2CCCCC2)ccc1C,-7,0,-0.8,1.9,2,-2,0.1,-4,1,-0.6,-1.7

# Filtered by structure: the entries above with four or more nitrogen atoms (4)
compound,PLC-beta3 inh,MBD2 DNA inh,hcDAF12 agonist,DAX1 inh-1,PLCg1 inh,ADAM17 inh,DAX1 inh-2,NR1D1 modulator,SMARCA2 activ,hgDAF-12 ag,ssDAF12 agonist
CCN1CCN(C(=O)CCCn2c(C)c3cnn(-c4ccccc4)c(=O)c3c2C)CC1,-3,-1,-0.6,1.2,-5,-4,-0.2,-7,0,-1.0,-1.0
O=C(Nc1ccc(F)cc1F)c1ccc(-n2cncn2)nc1,0,5,0.6,0.3,-3,-7,0.0,2,-1,0.3,-0.9
Cc1ccc(NC(=O)C(=O)Nc2ccc(C)cn2)nc1,1,-1,-0.3,0.1,5,5,1.1,-9,1,3.7,-1.1
O=c1[nH]nc(SCc2nnc(-c3ccc([N+](=O)[O-])cc3)o2)n1C1CCCCC1,-6,1,-0.2,0.2,2,0,-0.4,-1,-2,-2.6,-2.2

# Additional compounds follow.
compound,PLC-beta3 inh,MBD2 DNA inh,hcDAF12 agonist,DAX1 inh-1,PLCg1 inh,ADAM17 inh,DAX1 inh-2,NR1D1 modulator,SMARCA2 activ,hgDAF-12 ag,ssDAF12 agonist
Cc1ccc2nc(Cl)c(-c3ccccc3)cc2c1,-2,0,-0.1,x,2,-1,-0.5,-2,0,1.4,-1.3
COc1ccccc1/C=C/C(=O)NCC(=O)N/N=C/c1ccc2c(c1)OCO2,-13,-7,1.9,-0.4,-14,-25,-0.4,3,-1,0.4,-1.8
CCn1ccnc1CN1CCN(CC=C(C)C)C(CCO)C1 (stereo not drawn),-3,0,1.1,-0.1,-3,-4,-0.2,-4,2,-4.0,-1.3
O=C(CN1CCCCC1)N1CCCc2c1c(=O)oc1ccc(OCc3ccccc3)cc21,-109,-4,-2.3,0.0,-88,-49,-1.8,-3,-1,-0.8,-1.4
COC(=O)[C@]12C[C@H](CC(=O)NCCc3ccccc3OC)C(=O)N(Cc3ccc(Cl)cc3Cl)C1=C[C@H](C(C)C)O[C@@H]2C1CC1,2,-4,-0.2,x,0,0,-1.5,8,-3,1.9,-1.0
CCN(CC)S(=O)(=O)c1ccc2c(c1)c(=O)c(C(=O)NCCCN(C)c1ccccc1)cn2C,0,9,-2.0,0.8,-1,-7,0.8,-1,5,1.0,-1.9
NC(=O)c1oc2ccccc2c1NC(=O)c1ccc([N+](=O)[O-])o1,-9,4,-1.5,-1.6,2,-5,-1.8,-1,-1,-4.1,-1.1
CSc1ccc(S(=O)(=O)N2CCC(C(=O)Nc3cccnc3)CC2)cc1,-2,-6,-1.1,-1.4,6,0,0.0,-6,1,-2.3,-1.2
Cc1c(C(=O)Nc2ccc(F)cc2)oc2ccc(S(=O)(=O)N3CCC4(CC3)OCCO4)cc12,-4,-2,3.4,-1.7,-1,3,-0.9,-1,-1,-1.8,-0.9
COc1ccc(CN2CCNC(=O)C2CC(=O)NC2CCCC2)cc1OC (stereo not drawn),-20,2,0.0,1.2,-8,-8,1.3,0,-3,-1.0,-0.7
O=C(NCCCN1CCCC1=O)C1CCN(S(=O)(=O)c2ccc(Cl)cc2)CC1,-7,1,0.8,0.0,-2,0,0.9,-2,2,-1.6,-1.0
O=C(CCc1ccccc1Cl)Nc1ccc(S(=O)(=O)N2CCOCC2)cc1,-10,1,-2.5,-0.4,1,1,-1.4,6,0,2.9,-0.8

# Profiles from above.
# O=C(CN1CCCCC1)N1CCCc2c1c(=O)oc1ccc(OCc3ccccc3)cc21 in the list: PLC-beta3 inh: -109; MBD2 DNA inh: -4; hcDAF12 agonist: -2.3; DAX1 inh-1: 0.0; PLCg1 inh: -88; ADAM17 inh: -49; DAX1 inh-2: -1.8; NR1D1 modulator: -3; SMARCA2 activ: -1; hgDAF-12 ag: -0.8; ssDAF12 agonist: -1.4
# CCN(CC)S(=O)(=O)c1ccc2c(c1)c(=O)c(C(=O)NCCCN(C)c1ccccc1)cn2C in the list: PLC-beta3 inh: 0; MBD2 DNA inh: 9; hcDAF12 agonist: -2.0; DAX1 inh-1: 0.8; PLCg1 inh: -1; ADAM17 inh: -7; DAX1 inh-2: 0.8; NR1D1 modulator: -1; SMARCA2 activ: 5; hgDAF-12 ag: 1.0; ssDAF12 agonist: -1.9

# Additional compounds
# The line under a structure holds: PLC-beta3 inh, MBD2 DNA inh, hcDAF12 agonist, DAX1 inh-1, PLCg1 inh, ADAM17 inh, DAX1 inh-2, NR1D1 modulator, SMARCA2 activ, hgDAF-12 ag, ssDAF12 agonist
CCOC(=O)c1ccccc1NS(=O)(=O)c1cnn(CC)c1C
→ -9, 1, -0.7, 0.8, -3, -3, -0.5, -1, -2, 0.0, -1.0
Cc1ccc(OCCNC(=O)CCNC(=O)c2ccc(Cl)cc2)cc1
→ -3, 1, -1.0, -0.5, -4, -1, -0.9, 3, -2, 1.9, -1.3
O=C1OC(c2cccs2)=N/C1=C\c1ccc(-c2cccc(Cl)c2)o1
→ -8, -4, 0.2, -0.5, 0, -3, -0.2, 0, 1, 1.2, -1.1
O=C(CCCCCCCCCCC(=O)NCc1cccnc1)NCc1cccnc1
→ -11, -3, -1.4, -4.2, -5, -2, -1.2, 6, -1, -4.1, -1.3
COc1ccc(-n2nc(C(=O)NCC(=O)N3CCN(c4ccccc4)CC3)c3ccccc3c2=O)cc1OC
→ -13, 0, 4.7, 0.4, -5, 0, 0.1, 2, -1, 3.1, -1.1
CNC(=O)COC(=O)c1cc(-c2ccccc2)nn1-c1ccccc1
→ -2, -2, 1.1, -0.5, 6, 4, 0.0, 3, -4, 0.7, -1.1
COc1ccc(S(=O)(=O)N2CCOC2CNC(=O)C(=O)NCc2ccncc2)cc1 (stereo not drawn)
→ -6, 2, -1.4, 0.6, 1, -2, -0.8, 6, -2, 1.5, -0.9
O=C(COC(=O)CCN1C(=O)c2cccc([N+](=O)[O-])c2C1=O)NC1CCS(=O)(=O)C1 (stereo not drawn)
→ -10, 2, -0.1, 0.2, -3, -4, 0.5, -2, 0, -2.3, -1.9
O=C(O)CCC(=O)Nc1ccc(/C=C/C(=O)C2CC2)cc1
→ -16, 3, -1.6, 0.1, -11, -30, -0.3, -3, -2, -1.2, -1.0
CN(CC1CCCN(CCc2cccc(C(F)(F)F)c2)C1)C(=O)c1cc2ccccc2o1 (stereo not drawn)
→ -3, 1, -0.2, 0.2, 0, 0, -1.5, 2, -5, 3.2, -1.6
Cc1cc(S(=O)(=O)NCc2ccccc2)ccc1OCC(=O)Nc1cccc([N+](=O)[O-])c1
→ 2, 0, -3.0, -0.5, 3, 8.7*, -1.0, 3, 0, -1.5, -2.1
O=C(COc1ccc(S(=O)(=O)N2CCCC2)cc1)NCc1cccnc1
→ -3, -2, -1.6, 0.6, -2, -2, 0.5, -1, 0, -0.7, -0.9
Cc1coc2c(C)c3oc(=O)c(CCC(=O)NCCCn4ccnc4)c(C)c3cc12
→ -333, -2, -1.2, 0.1, -262, -91, 0.9, -5, 1, 0.3, -1.0
Cc1ccc(C(=O)NNC(=O)CSc2nnc3c(n2)[nH]c2ccc(F)cc23)cc1
→ 0, -4, -0.9, 0.2, -3, -5, 0.8, -18, 1, 0.9, -1.7
Cc1ccc(NS(=O)(=O)c2cc(Br)cnc2N)c(Cl)c1
→ -7, 3, 0.3, 0.8, -2, -5, 0.0, 1, -2, 0.3, -1.4
Cc1nc(=O)c(-c2ccccc2)c(C)n1-c1ccc(C(=O)O)cc1
→ 1, 3, 0.4, 3.2, -3, -4, 0.1, -6, -1, 0.9, -1.8
COc1ccccc1CCNC(=O)c1cnn2c(C(F)F)cc(C)nc12
→ -24, 1, -0.5, -1.1, -16, -2, -0.5, -4, -4, -3.6, -1.1
COc1ccc(N(CC(=O)NCCSc2ccccn2)S(=O)(=O)c2ccc(C)cc2)cc1OC
→ -4, 2, -0.8, -1.7, 0, 0, 0.2, 0, -1, -1.0, -0.2
Cn1cccc1CC(=O)NNC(=O)Nc1ccc(Cl)cc1
→ -9, 0, 0.4, 0.1, -2, -2, 0.3, -3, -2, -1.5, -0.5
CCCCOP(=O)(c1ccc(N(C)C)cc1)C(O)c1cc(OC)ccc1OC (stereo not drawn)
→ -9, 0, -0.4, -1.1, -9, -6, 0.0, 1, -3, -0.4, -1.0
COC(=O)CN1C(=O)[C@H]2[C@@H](c3ccc(C)o3)N3C(=O)CN(CC4CC4)C(=O)[C@@]3(C)[C@H]2C1=O
→ -2, 6, -0.9, 0.8, -2, 0, -0.1, 0, 0, 0.7, -1.3
Cn1c(NC(=O)c2cccc(C(F)(F)F)c2)cc(=O)n(C)c1=O
→ 5, 5, -0.9, 0.5, 2, -1, -0.1, -5, 7, 1.3, 0.0
CC(C)Cn1cnc2c1c(=O)[nH]c(=O)n2Cc1ccccc1
→ 0, 3, -1.3, 0.8, 1, -1, -0.2, -5, 4, 2.9, -1.2
CC(=O)Nc1cc2c3c(c1)CC(=O)N3CCC2
→ -9, 1, -0.9, 0.9, -1, -2, 0.3, 0, 0, 3.0, -1.3

# Assay outcomes: PubChem, several laboratories
